KDM5B inh: inhibitors of human KDM5B histone demethylase. Q9UGL1. KDM5B demethylase, FDH-coupled NADH fluorescence (FDH is formaldehyde dehydrogenase). Potency, µM (top dose mostly 57.7 µM), for inactives: top-dose activity change, negative = inhibition, usual class: inhibitors. actives 2.6% (n = 220,000). AID 1347165; active means well fitted inhibition curve with a large enough effect; inconclusive means small, poorly fitted or top-dose-only effect; inactive means no such curve, though single readings can be large or run the other way; further: 0% is about no effect; nearly all actives have a fitted effect of over 70% in size
Target sequence (Q9UGL1 whole entry, looked up): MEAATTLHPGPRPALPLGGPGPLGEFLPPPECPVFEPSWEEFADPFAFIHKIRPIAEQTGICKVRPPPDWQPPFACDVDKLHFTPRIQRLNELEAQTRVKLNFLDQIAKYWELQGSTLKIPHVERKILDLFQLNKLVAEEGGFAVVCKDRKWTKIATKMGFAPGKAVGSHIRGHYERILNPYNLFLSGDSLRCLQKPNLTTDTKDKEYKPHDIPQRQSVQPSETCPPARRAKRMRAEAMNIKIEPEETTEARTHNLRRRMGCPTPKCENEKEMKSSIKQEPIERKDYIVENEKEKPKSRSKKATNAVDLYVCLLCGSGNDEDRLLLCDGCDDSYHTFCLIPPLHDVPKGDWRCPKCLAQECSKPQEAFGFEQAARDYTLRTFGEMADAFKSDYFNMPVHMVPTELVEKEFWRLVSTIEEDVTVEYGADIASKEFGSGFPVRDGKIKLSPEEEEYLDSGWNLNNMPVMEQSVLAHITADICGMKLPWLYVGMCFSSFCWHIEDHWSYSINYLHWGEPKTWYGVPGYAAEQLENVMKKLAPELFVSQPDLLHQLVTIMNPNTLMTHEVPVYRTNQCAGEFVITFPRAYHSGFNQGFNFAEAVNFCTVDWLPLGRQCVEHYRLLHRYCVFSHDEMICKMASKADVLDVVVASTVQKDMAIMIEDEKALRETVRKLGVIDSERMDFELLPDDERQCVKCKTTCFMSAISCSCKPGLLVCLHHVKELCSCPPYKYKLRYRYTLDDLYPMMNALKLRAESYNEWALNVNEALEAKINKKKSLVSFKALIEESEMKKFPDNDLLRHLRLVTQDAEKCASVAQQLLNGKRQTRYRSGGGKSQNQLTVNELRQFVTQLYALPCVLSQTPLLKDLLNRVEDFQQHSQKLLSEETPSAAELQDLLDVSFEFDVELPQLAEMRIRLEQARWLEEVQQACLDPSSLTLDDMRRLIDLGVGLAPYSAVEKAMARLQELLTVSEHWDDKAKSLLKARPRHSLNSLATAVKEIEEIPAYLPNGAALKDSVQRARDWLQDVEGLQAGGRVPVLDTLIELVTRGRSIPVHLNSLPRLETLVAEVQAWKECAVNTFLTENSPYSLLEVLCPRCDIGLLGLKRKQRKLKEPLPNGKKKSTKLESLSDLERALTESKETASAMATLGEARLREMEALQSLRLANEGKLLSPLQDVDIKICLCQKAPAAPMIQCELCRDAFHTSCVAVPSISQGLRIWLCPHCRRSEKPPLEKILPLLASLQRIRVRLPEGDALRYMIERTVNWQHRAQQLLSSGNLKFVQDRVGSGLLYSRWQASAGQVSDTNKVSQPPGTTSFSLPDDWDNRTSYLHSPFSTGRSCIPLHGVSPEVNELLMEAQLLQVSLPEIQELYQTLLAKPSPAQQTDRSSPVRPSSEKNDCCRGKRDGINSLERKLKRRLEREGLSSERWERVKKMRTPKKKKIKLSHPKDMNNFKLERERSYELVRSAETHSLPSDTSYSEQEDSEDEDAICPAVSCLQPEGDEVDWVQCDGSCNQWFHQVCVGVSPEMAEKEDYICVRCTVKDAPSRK
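Compound dilutions met 200 nM (final) KDM5BΔAP for 10 min at room temperature before substrate addition. The substrate mix held 12.5 µM H3K4me3 with cofactors 25 µM α-ketoglutarate and 50 µM Fe²⁺. NADH signal gain over 30 min defined activity.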
Numbers without * were called inactive; u = inconclusive; [ ] = dose if it differs, or a comment. Potency means the concentration at half of the fitted maximal effect. An excerpt, so the mix of outcomes need not match the whole.

c1ccc(C(CNCc2ccncc2)N2CCCC2)cc1 (stereo unspecified)
  KDM5B inh: u
O=C(CSc1nc(=O)n(Cc2ccco2)c2c1CCC2)NC1CCCCC1
  KDM5B inh: 5.6%
O=C(/C=C/c1ccc([N+](=O)[O-])cc1)c1cccs1
  KDM5B inh: -5.0%
CN(Cc1ccccc1)C(=O)c1nc2ccccn2c1CN1CCC(N2CCOCC2)CC1
  KDM5B inh: 15.9%
Cc1nnnn1CC(=O)N1CCCC(c2ccccc2)(c2ccccc2)C1
  KDM5B inh: 7.1%
Cc1cc(COc2ccccc2)oc1C(=O)N1CCn2nc(C(C)O)cc2C1 (stereo unspecified)
  KDM5B inh: 10.6%
Cc1cc(=O)n(CC(=O)Nc2c(C)cccc2C)c(-c2ccc(F)cc2)n1
  KDM5B inh: -5.0%
Cc1ccc(-c2ccc(C=O)o2)cc1
  KDM5B inh: u
Cc1cccc(Cn2c(N3CCOCC3)nc3c2c(=O)[nH]c(=O)n3C)c1
  KDM5B inh: 5.0%
CC1=C(C(=O)Nc2ccc(C)cc2C)C(C(C)C)n2nc(SCc3ccccc3Cl)nc2N1 (stereo unspecified)
  KDM5B inh: -41.4%
Cc1ccc(OCC(=O)O/N=C(\N)c2ccccn2)cc1C
  KDM5B inh: 25.3%
Cc1cc(F)ccc1NC(=O)c1c(C)oc2c1C1=NCCN1C=N2
  KDM5B inh: -10.5%
COc1ccc(CNCC2(COc3cccnc3)C[C@@H](O)[C@@H](O)C2)cc1 (stereo partly specified)
  KDM5B inh: -19.2%[86.2 µM]
CCOc1ccc(-n2c(SCC(=O)N3CCc4ccccc43)nc3c([nH]c4ccccc43)c2=O)cc1
  KDM5B inh: -18.7%
Cc1cccc(OCC(=O)Nc2ccccc2C(=O)OCc2cc(=O)n3nc(C4CC4)sc3n2)c1
  KDM5B inh: 3.5%
CCC[C@@H]1CN(C(=O)CCc2c(C)nn(C)c2C)C[C@H]1NS(C)(=O)=O
  KDM5B inh: 16.8%
O=C1[C@H]2CN(Cc3c[nH]c4ccccc34)C[C@H]2C(=O)N1CCc1ccccc1
  KDM5B inh: 15.0%
Nc1nc(Cl)ncc1[N+](=O)[O-]
  KDM5B inh: 5.9%
Cc1cc(=O)n2[nH]nnc2n1
  KDM5B inh: u
CN1CCCCCCN(C(=O)CCc2ccccc2)[C@H]2CCC[C@H]2C1=O
  KDM5B inh: -3.8%
Cc1nn(-c2ccccc2)c2c1N(CC(=O)NCc1ccc(N(C)C)cc1)C(=O)CS2
  KDM5B inh: -14.4%
C=CCn1c(C)cc(C(=O)COC(=O)c2nn(CCC)c(=O)c3ccccc23)c1C
  KDM5B inh: -8.5%
CCC(CC)c1nnc(NC(=O)C2CC(c3ccccc3)=NO2)s1 (stereo unspecified)
  KDM5B inh: -13.8%
N#Cc1cccc(C(=O)NCCc2cccc3cccnc23)c1
  KDM5B inh: 19.6%
CCOc1ccc(CNC(=O)c2cc(-c3ccc(Cl)s3)nc3ccccc23)cc1
  KDM5B inh: 9.5%

The final 6 compounds of the part above lead into the next:
CN1CCCCCCN(C(=O)CCc2ccccc2)[C@H]2CCC[C@H]2C1=O
  KDM5B inh: -3.8%
Cc1nn(-c2ccccc2)c2c1N(CC(=O)NCc1ccc(N(C)C)cc1)C(=O)CS2
  KDM5B inh: -14.4%
C=CCn1c(C)cc(C(=O)COC(=O)c2nn(CCC)c(=O)c3ccccc23)c1C
  KDM5B inh: -8.5%
CCC(CC)c1nnc(NC(=O)C2CC(c3ccccc3)=NO2)s1 (stereo unspecified)
  KDM5B inh: -13.8%
N#Cc1cccc(C(=O)NCCc2cccc3cccnc23)c1
  KDM5B inh: 19.6%
CCOc1ccc(CNC(=O)c2cc(-c3ccc(Cl)s3)nc3ccccc23)cc1
  KDM5B inh: 9.5%
Cc1nc(-c2ccc(Cl)cc2)n(Cc2ccc(F)c(F)c2)c(=O)c1CCO
  KDM5B inh: u
O=C(CSc1nc(NS(=O)(=O)c2ccccc2)cc(=O)[nH]1)Nc1ccccc1C(F)(F)F
  KDM5B inh: -28.2%
COc1ccc(NC(=O)c2cccc3c(=O)c4c([nH]c23)CCCC4)cc1
  KDM5B inh: -2.3%
Cc1ccccc1NC(=O)C1=C(Cl)CCCC1
  KDM5B inh: -5.1%
Cc1cccc(OCC(=O)Nc2ccccc2OCc2cc(=O)n3ccccc3n2)c1
  KDM5B inh: -27.3%
COc1ccc(-c2noc(-c3cccn3CC(=O)Nc3ccc(F)cc3)n2)cc1F
  KDM5B inh: 2.2%
CC(=O)NC(NC(C)=O)c1cccnc1
  KDM5B inh: 0.0%
CCC1(CC)CC1C(=O)N1CCc2onc(-c3cccc(F)c3)c2C1 (stereo unspecified)
  KDM5B inh: 9.1%
O=C(Cn1ccn2nc(-c3ccc(F)cc3)c(CO)c2c1=O)N1CCc2ccccc21
  KDM5B inh: -28.5%
N#Cc1ccc(OCC(O)CN2CCN(CC(O)COc3ccc(C#N)cc3)CC2)cc1 (stereo unspecified)
  KDM5B inh: 22.9%
O=C(NCc1ccc(N2CCCCC2)cc1)C1CCCN(c2cn[nH]c(=O)c2)C1 (stereo unspecified)
  KDM5B inh: -43.1%
CCOc1ccccc1NC(=O)CN1C(=O)C(c2ccccc2)=NC12CCCCCC2
  KDM5B inh: -30.8%
CN(C)C[C@@H]1CN(C)C[C@H]1NC(=O)C1CCC1
  KDM5B inh: u
Cc1cc(C)c(-c2c(O)c3ccccc3n(C)c2=O)c(C)c1
  KDM5B inh: u
COc1ccc(C(=O)NNc2ncnc3c2cnn3-c2ccc(C)cc2C)cc1
  KDM5B inh: u
CCc1ccc2oc(-c3ccc(NC(=O)c4cc(OC)c(OC)c(OC)c4)cc3)nc2c1
  KDM5B inh: u
CC(=O)c1ccc(NC(=O)CCCSc2nc(-c3ccco3)cc(C(F)(F)F)n2)cc1
  KDM5B inh: u
COc1cccc(CNC(=O)[C@@]23CCCC[C@H]2N(CCc2ccccc2)C(=O)CC3)c1OC
  KDM5B inh: 12.2%
COC(=O)c1cc2sc(C)cc2n1Cc1nc(-c2cccc(Br)c2)oc1C
  KDM5B inh: -5.9%
CCNc1nc(NCc2ccc(F)cc2)c2cnn(C)c2n1
  KDM5B inh: u
O=C1CCCN1CCCNCC1CCCCC1
  KDM5B inh: 19.7%
CCN1C(=O)c2ccccc2Sc2ccc(NC(=O)N3CCN(c4cc(C)ccc4C)CC3)cc21
  KDM5B inh: u
O=C(c1ccccc1F)N1CCC(c2nc3c(nnn3Cc3cccc(F)c3)c(=O)[nH]2)CC1
  KDM5B inh: 19.1%
COc1ccc(C(=O)Nc2ccc(C)cc2)cc1S(=O)(=O)NC1CCCC1
  KDM5B inh: 1.0%
O=C(NCc1cccnc1)[C@@H]1C[C@@H](O)CN1C1CCN(C(=O)c2n[nH]c3ccccc23)CC1
  KDM5B inh: 27.9%

Four compounds out of the list, sorted by heavy-atom count, largest number first:
CCN1C(=O)c2ccccc2Sc2ccc(NC(=O)N3CCN(c4cc(C)ccc4C)CC3)cc21
  KDM5B inh: u
CC(=O)c1ccc(NC(=O)CCCSc2nc(-c3ccco3)cc(C(F)(F)F)n2)cc1
  KDM5B inh: u
COc1ccc(C(=O)NNc2ncnc3c2cnn3-c2ccc(C)cc2C)cc1
  KDM5B inh: u
CCNc1nc(NCc2ccc(F)cc2)c2cnn(C)c2n1
  KDM5B inh: u

An excerpt from above in order of their number in KDM5B inh, descending:
SMILES,KDM5B inh
COc1ccc(C(=O)Nc2ccc(C)cc2)cc1S(=O)(=O)NC1CCCC1,1.0%
O=C(Cn1ccn2nc(-c3ccc(F)cc3)c(CO)c2c1=O)N1CCc2ccccc21,-28.5%
CCOc1ccccc1NC(=O)CN1C(=O)C(c2ccccc2)=NC12CCCCCC2,-30.8%

Later entries
COC(=O)c1ccc(NC(=O)Cn2c(C)cc3nc4n(c(=O)c32)CCCCC4)cc1
  KDM5B inh: 20.6%
Cc1nn(C)c(C)c1S(=O)(=O)N1CCC2(CC1)CC(N1CCN(C)CC1)CCO2 (stereo unspecified)
  KDM5B inh: 14.1%
COc1ccc(-c2nc(C#N)c(NCCc3ccc(F)cc3)o2)cc1
  KDM5B inh: u
CCOc1ccc(-c2cccc(NS(=O)(=O)c3cc(OC)ccc3OC)c2)nn1
  KDM5B inh: -5.0%
COCC(=O)N[C@@H]1CN(Cc2ccc(Cl)cc2F)C[C@H]1CO
  KDM5B inh: -3.7%
O=C(C1CC1)N1CCCC(c2nc(C3CCOCC3)no2)C1 (stereo unspecified)
  KDM5B inh: u
CCN1c2cc(C(=O)Nc3cccc(C)c3)ccc2C(=O)N2CCCCC21 (stereo unspecified)
  KDM5B inh: u
O=C1N[C@H](CCC(=O)N2CCN(Cc3ccccc3Cl)CC2)C(=O)Nc2ccccc21
  KDM5B inh: -1.8%
CC(Sc1nc(CN2CCOCC2)nc2ccccc12)C(=O)Nc1ccc(F)cc1F (stereo unspecified)
  KDM5B inh: 14.7%
Cc1cn2nc(C(=O)NCc3ccccc3C)cc2c(=O)[nH]1
  KDM5B inh: -8.5%
Cc1ccc(C(=O)N2N=C(c3ccccc3O)CC2c2ccccc2)cc1 (stereo unspecified)
  KDM5B inh: -10.3%
CNC(=O)c1cccc(-c2cnc3[nH]cc(CC(=O)NCc4cccc(F)c4)c3c2)c1
  KDM5B inh: -2.5%[86.2 µM]
Cn1c(=O)c2c(nc(Oc3ccccc3Cl)n2Cc2ccc(C#N)cc2)n(C)c1=O
  KDM5B inh: -5.8%
Cc1ccc(OC(C)C(=O)Nc2cc(-c3ccc(F)c(F)c3)no2)cc1C (stereo unspecified)
  KDM5B inh: 5.2%
Cn1nc(C(F)(F)F)cc1C(=O)Nc1ccc(Cl)cc1
  KDM5B inh: 16.3%
Cc1cccc(Cn2c(=O)n(-c3ccc(Cl)c(Cl)c3)c(=O)c3c(C)c(C)sc32)c1
  KDM5B inh: 7.7%
Cn1cnc2cc(NC(=O)C[C@H]3NC(=O)c4ccccc4NC3=O)ccc21
  KDM5B inh: -9.3%
CC1=C(C(=O)Nc2ccc(C)cc2C)C(c2ccc(C(C)C)cc2)n2nc(C(F)(F)F)nc2N1 (stereo unspecified)
  KDM5B inh: -14.8%
CN1[C@@H](CCC(=O)N2CCCC2)CNC(=O)[C@@H]2[C@H]1CCN2CC(C)(C)C
  KDM5B inh: u
CSCc1ccc(C(=O)N2CC[C@@H]3[C@@H](CCC(=O)N3CCN)C2)o1
  KDM5B inh: 6.7%
O=C(NC1CCCN(c2cc(-c3ccccc3)[nH]n2)C1)c1cccc(F)c1 (stereo unspecified)
  KDM5B inh: 14.8%
COc1ccc(CNC(=O)CN2C(=O)NC3(CCCCC3)C2=O)cc1
  KDM5B inh: 29.1%
CCOc1ccccc1CNC(=O)C1CCN(S(=O)(=O)c2cccc3nonc23)CC1
  KDM5B inh: -6.3%
O=C(NCc1ccc(F)cc1)C1CCc2nnc(C3CCN(C(=O)c4ccccc4)CC3)n21 (stereo unspecified)
  KDM5B inh: 1.7%[115 µM]
COc1ccc(C(=O)Nc2cccc(-c3nc4cccnc4s3)c2C)c(OC)c1
  KDM5B inh: -10.0%

Taken from above.
Under KDM5B inh, COC(=O)c1ccc(NC(=O)Cn2c(C)cc3nc4n(c(=O)c32)CCCCC4)cc1 is entered as 20.6%
Under KDM5B inh, Cn1nc(C(F)(F)F)cc1C(=O)Nc1ccc(Cl)cc1 is entered as 16.3%
